ARFGAP1 inh: inhibitors of rat ARFGAP1. Q62848. Arfgap1-stimulated ARF1 GTP hydrolysis, GDP FP detection. inhibition, % at 16.5 µM. actives 0.26% (n = 360,000). AID 651572;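 active means inhibition above a per-plate limit, mean inhibition of low control wells plus 3 SD, cut at about 25% in these data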;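 further: 0% = DMSO wells with enzyme and 100% = wells lacking Arfgap1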
Target sequence (Q62848 1-136 limits assumed): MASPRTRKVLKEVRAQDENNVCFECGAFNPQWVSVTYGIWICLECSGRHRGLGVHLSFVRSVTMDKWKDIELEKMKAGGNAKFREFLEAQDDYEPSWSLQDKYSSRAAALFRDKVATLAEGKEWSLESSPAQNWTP
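Assay system: purified rat His6-Arfgap1 residues 1-136 (GAP domain); Reagent: human Δ17 ARF1 bound to GTP; Dosing: 16.5 µM single point, 1.26% DMSO; Times: GTP hydrolysis reaction 2 h at 25 °C; Signal: FP, GDP Alexa 633 tracer displaced from anti-GDP antibody, 620/688 nm; Measure: % inhibition from polarization.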
HTRA1 inh: HTRA1 (human) protease inhibition. actives 0.5% (n = 340,000). recombinant HTRA1, FP-rhodamine activity-based probe, fluorescence polarization. Q92743. AID 504803. inhibition, % at 5.96 µM; in the data active means inhibition above about 36%;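 further: 0% = enzyme with DMSO and 100% = wells lacking enzyme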
rCAG binder: binds r(CAG) RNA repeats; r(CAG) RNA repeat, TO-PRO-1 dye displacement fluorescence; inhibition, % at 3 µM; actives 1.3% (n = 370,000); AID 651821;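 active means inhibition above the plate cutoff, the mean of all test compounds on that plate plus 3 SD, cut at about 35% in these data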;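 further: 0% = DMSO alone and 100% = 100 µM mitoxantrone as full dye displacement; higher means more dye released from RNA so lower well fluorescence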
SMARCA2 activ: SMARCA2 function activation, primary screen; MG213 cells, MMTV-luciferase reporter, dexamethasone, overnight; activation, % at 9.1 µM; actives 1% (n = 370,000); AID 652017; in the data active means activation above about 7.8%;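 further: 0% = vehicle wells and 100% = reference activator wells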
mABHD4 FP: ABHD4 (mouse) inhibition, primary FP screen; actives 0.54% (n = 370,000); inhibition, % at 8.92 µM; Q8VD66; purified mABHD4, FP-Rh probe fluorescence polarization;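 active means inhibition exceeding the mean over every tested compound plus 3 SD, cut at about 30% in these data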;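 further: 0% = plate median of compound wells and 100% = S159A mutant with DMSO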
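Doses – 8.92 µM, single dose · Material – wild-type mouse ABHD4 protein · Replication – single well per compound (singlicate) · Measure – percent inhibition of probe binding, normalized to plate controls · Schedule – 45 min compound pre-incubation plus 60 min probe step, 25 °C · Detection – fluorescence polarization with parallel and perpendicular emission, 525/598 nm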
PG9 Ab binder: PG9 antibody binding by small molecule | actives 0.43% (n = 360,000) | TR-FRET gp120-PG9 antibody binding | inhibition, % at 6.7 µM | AID 624416; in the data active means inhibition above about 8.5%
ASAP1 inh: ASAP1 ArfGAP inhibition. inhibition, % at 16.5 µM. AID 624377. actives 0.19% (n = 360,000). Q9ULH1. ASAP1-stimulated ARF1 GTP hydrolysis, GDP FP detection; in the data active means inhibition above about 25%;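 further: 0% = vehicle with enzyme and substrate and 100% = no enzyme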
NPR1 activator: GC-A (human) enzyme activation | P16066 | HEK293 GC-A cells, cGMP TR-FRET, EC30 ANP; 0% at EC30 ANP, 100% saturating ANP | activation, % at 10 µM | actives 0.14% (n = 370,000) | AID 1671463; in the data active means activation above about 40%
Rev-erbA mod: modulates human Rev-erb alpha binding to DNA | P20393 | Rev-erbα–FITC-DNA binding, fluorescence polarization, 90 min | activity, % at 10 µM | actives 0.79% (n = 370,000) | AID 1259318;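 active means activity above about 14%, limit read from the data; passing the limit was not always enough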;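 further: 0% = DMSO wells with 35 nM protein and 100% = DMSO wells with 750 nM protein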
Target sequence (P20393 whole entry, looked up): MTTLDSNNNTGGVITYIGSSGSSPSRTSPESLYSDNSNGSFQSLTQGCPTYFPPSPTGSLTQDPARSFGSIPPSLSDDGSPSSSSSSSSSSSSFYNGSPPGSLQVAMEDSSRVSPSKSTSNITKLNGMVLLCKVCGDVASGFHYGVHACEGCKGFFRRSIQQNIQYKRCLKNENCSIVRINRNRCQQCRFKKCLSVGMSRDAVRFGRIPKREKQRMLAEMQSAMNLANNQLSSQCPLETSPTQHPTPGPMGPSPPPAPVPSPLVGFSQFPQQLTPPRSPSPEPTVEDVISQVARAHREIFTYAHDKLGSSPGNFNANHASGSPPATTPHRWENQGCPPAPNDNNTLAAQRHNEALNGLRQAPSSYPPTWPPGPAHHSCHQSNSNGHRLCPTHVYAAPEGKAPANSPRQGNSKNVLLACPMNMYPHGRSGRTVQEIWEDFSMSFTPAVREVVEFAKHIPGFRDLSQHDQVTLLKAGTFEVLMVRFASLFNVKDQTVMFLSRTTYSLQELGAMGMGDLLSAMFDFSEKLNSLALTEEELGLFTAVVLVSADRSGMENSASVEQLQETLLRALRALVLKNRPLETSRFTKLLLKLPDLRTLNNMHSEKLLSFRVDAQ
GC-B act: GC-B (human) receptor activation; P20594; actives 0.11% (n = 370,000); activation, % at 10 µM; HEK293-GC-B cells, CNP EC30, cGMP TR-FRET; 0% at EC30 CNP, 100% saturating CNP;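 active means activation at 10 µM reaching about 35% in either raw or pattern-adjusted values, limit read from the data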
* marks the source's active call; other numbers are inactive results; x = not tested or not shown.

Values in the order – ARFGAP1 inh, HTRA1 inh, rCAG binder, SMARCA2 activ, mABHD4 FP, PG9 Ab binder, ASAP1 inh, NPR1 activator, Rev-erbA mod, GC-B act
> COc1ccc(S(=O)(=O)N2CCCC2CNC(=O)C(=O)NCCc2ccccc2)cc1 (configuration not stated)
    5, 2, -2, 0, 5, 1.0, -6, -4, -6, 2
> N#Cc1ccc(N[C@@H]2CCN3C(=O)c4ccccc4[C@@H]3C[C@H]2O)cc1
    -2, 3, 3, -2, 7, 1.2, -3, -2, 5, 1
> CCN(CC)S(=O)(=O)c1ccc(OC(C)C)c(NC(=O)c2c3c(nc4ccccc24)CCN(Cc2ccccc2)C3)c1
    9, -64, 3, -2, 20, -2.3, 14, 0, 5, 1
> CC(C)(C)n1cnc2cc(NCc3ccc(Br)cc3)ccc21
    -3, 6, -6, 3, 15, -1.6, 2, 2, 1, -2
> COc1ccc(NC(=O)c2ccc(NS(=O)(=O)c3cccc4cccnc34)cc2)cc1
    17, -8, 13, 1, -8, -1.4, 8, -58, 1, -20
> CCOc1ccc(N(CC(=O)N2CCOCC2)S(=O)(=O)c2ccc(SC)cc2)cc1
    3, -3, 2, 7, 4, 0.4, 0, 5, -1, 0
> Cc1ccc(/C=N/n2c(-c3ccc(Cl)cc3)n[nH]c2=S)o1
    -6, 4, 14, -1, 0, 0.4, 4, 1, -2, 1
> COc1ccc2[nH]c3c(c2c1)CCN1C(=O)C(CC(=O)NCc2ccc(OC)c(OC)c2)C[C@H](C(=O)N2CCCCC2)[C@@]31CCc1ccccc1 (some centres not stated)
    -1, 2, 4, -4, 11, 0.4, 9, -2, -2, 1
> N#Cc1ccc(COC(=O)c2cnc(Cl)c(Cl)c2)cc1
    3, 4, 2, -1, 3, -0.5, -5, 12, 3, 4
> COC(=O)[C@]12C[C@H](CC(=O)N3CCC(c4ccccc4)CC3)C(=O)N(CCC3=CCCCC3)C1=C[C@H](C(C)(C)C)O[C@@H]2C
    -2, x, 5, -7, -7, 1.3, 1, 5, -5, -1
> Cc1ccc(C(=O)c2coc3ccc(O)c(CN(C)C)c23)cc1
    -2, 4, 2, 0, 6, -1.9, 1, -7, -1, -4
> O=C(COC(=O)C1C2CC3OC(=O)C1C3C2)Nc1ccc(Cl)cc1 (configuration not stated)
    -13, 1, -2, 0, -5, 1.0, 8, -1, -1, 1
> Cc1nc2c3ccccc3nc(NNC(=O)CCC(=O)NCCC(C)C)n2n1
    1, -1, -2, 1, 0, -1.9, -9, 2, 1, -5
> COc1cc(C)c(NC(c2ccccc2)c2ccccc2)cc1OC
    -3, 2, -3, -4, 2, 1.2, 6, -19, -3, -3
> COc1cc2oc(=O)ccc2cc1-c1c(OC)ccc2ccc(=O)oc12
    9, -2, -1, 1, 3, -2.4, -14, 1, -3, 7
> CCN1C(=O)[C@H]2[C@@H](c3ccc(-c4cccc(Cl)c4)c(OC)c3)N3CCCC[C@@]3(C(=O)OC)[C@H]2C1=O
    4, -20, 7, -2, -16, -1.7, 11, -5, 1, -3
> COC(=O)C[C@H]1C[C@@H]2c3cc(NC(=O)Nc4ccccc4)ccc3O[C@@H]2[C@@H](CO)O1
    6, 0, 2, -2, 8, -1.0, 0, 5, 5, -3
> CCOC(=O)c1ccc(NC(=O)N2CCN(CCc3ccccc3)CC2)cc1
    -6, 0, -6, -1, -4, -2.8, 22, -2, -5, 3
> O=C(NCc1ccccc1F)C1C2C=CC3(CN(Cc4ccccc4)C(=O)C13)O2 (configuration not stated)
    x, x, -1, -3, 6, x, x, 4, 1, 16
> COc1ccc(N(CC(=O)NCc2ccccc2)C(=O)Cn2nnc(-c3ccccc3F)n2)cc1OC
    11, 0, 2, -5, -3, -2.3, -3, 3, 0, -1

(more compounds)
Values in the order – ARFGAP1 inh, HTRA1 inh, rCAG binder, SMARCA2 activ, mABHD4 FP, PG9 Ab binder, ASAP1 inh, NPR1 activator, Rev-erbA mod, GC-B act
> Cc1c(C(=O)O)oc2ccc(S(=O)(=O)N(CC(C)C)CC(C)C)cc12
    0, -9, 46*, 0, -41, -1.3, -2, 3, -2, 3
> CC(C)C[C@H]1COc2cccc(N3CCN(Cc4ccccc4F)CC3)c2S(=O)(=O)N1
    -14, x, -2, 3, 1, 0.1, 20, 5, 4, -1
> CCN1CCN(Cc2ccc(NC(=O)c3ccc(C)c(NC(=O)c4cc(-c5ccc(Br)cc5)n[nH]4)c3)cc2C(F)(F)F)CC1
    12, -100, 11, 0, -35, -1.4, -7, 0, -1, 0
> NC(=O)c1cccc(NC(=O)CCCCC(=O)Nc2cccc(C(N)=O)c2)c1
    -1, 2, 3, -2, 2, -3.6, 8, 0, 6, 4
> Cc1cc(Cl)nc2ccc(Cc3ccc4nc(Cl)cc(C)c4c3)cc12
    2, -39, 1, -1, -5, -2.0, 1, -3, -2, 0
> Cc1cccc(C(=O)Nc2ccc(O)cc2)c1
    1, -12, 3, 1, 1, -0.4, 3, -1, -3, 2
> CCCCCNC(=O)C(c1ccncc1)n1c(=O)c(-c2ccco2)nc2ccccc21 (configuration not stated)
    7, x, 18, -6, 32*, 9.1*, 7, -7, -1, 2
> CC(C)Oc1ccc(CN2CCCC(CO)(Cc3ccc(F)cc3)C2)cc1 (configuration not stated)
    3, -6, -12, 2, -1, -3.9, -2, -4, -1, -2
> CCCN1CCCc2ccccc21
    0, 8, -1, -3, 6, -0.3, -2, -3, 3, 1
> N#Cc1cccc(-n2nnnc2-c2ccc3c(c2)OCO3)c1
    10, 0, 3, -1, 0, 0.7, 4, 0, -1, 1
> c1cc(-c2nnc3n2N=C(c2ccc4c(c2)OCO4)CS3)ccn1
    x, x, 0, -4, -5, x, x, 11, 2, 10
> O=S1(=O)CCC(N(N=Cc2ccco2)c2ccccc2)C1 (configuration not stated)
    1, x, 4, -2, 3, 0.3, 4, -2, 5, -1
> COP(=O)(OC)C(Nc1ccc(Cl)cc1)c1ccccc1 (configuration not stated)
    -10, -1, -5, -5, -10, 0.7, 1, -9, -1, -8
> CC1(C)Cc2c(ccc3ccccc23)C2=C(C(=O)N3CCCC3)C(=O)C(=O)N21
    1, 0, 0, -4, 6, -1.0, -1, -3, -2, -2
> CCOc1ccc(-c2nonc2NC(=O)c2ccco2)cc1
    19, 2, 1, -2, 0, -1.5, 2, -3, -4, -7
> CSc1ncccc1C(=O)N1CCCC(Nc2ccc(C)c(C)c2)C1 (configuration not stated)
    1, 2, -4, 3, 0, -1.7, 8, -1, 6, 1
> Cc1noc(C)c1C(=O)OC(C)C(=O)Nc1ccc([N+](=O)[O-])cc1C(F)(F)F (configuration not stated)
    -9, 4, 0, -2, 7, -1.8, 1, 1, -4, 0
> CCc1ccc(NC(=O)CCc2c(C)nn(-c3ccc(N4CCCCC4)nn3)c2C)cc1
    17, -10, -1, 4, -14, 1.8, -10, 0, 4, 0
> Cn1nnnc1SCc1ccc(Cl)cc1
    3, -9, 4, 0, -6, -0.7, -3, -1, -3, 0
> CC(=O)c1cccc(NC(=O)CNC(=O)Cc2cccc3ccccc23)c1
    0, 0, 3, 0, 0, -0.1, 6, -29, -1, -6

(more compounds)
Values in the order – ARFGAP1 inh, HTRA1 inh, rCAG binder, SMARCA2 activ, mABHD4 FP, PG9 Ab binder, ASAP1 inh, NPR1 activator, Rev-erbA mod, GC-B act
> CCOC(=O)c1ccc(N2C(=O)C(O)=C(C(C)=O)C2c2ccc([N+](=O)[O-])cc2)cc1 (configuration not stated)
    -9, -4, 20, -4, -8, -1.8, -2, 1, -7, 3
> COc1ccc(CCC2(C)NC(=O)N(C(C)C(=O)Nc3ccccc3F)C2=O)cc1 (configuration not stated)
    4, 8, 1, 1, 2, 0.2, 1, 1, -3, 1
> COc1ccc(N(CC(=O)Nc2ccc(Cl)cc2)S(=O)(=O)c2c(C)n[nH]c2C)cc1
    9, -13, 6, -1, -19, -1.1, 4, -11, -1, -4
> O=C(C1CCN(S(=O)(=O)c2ccccc2[N+](=O)[O-])CC1)N1CCOCC1
    4, -2, 0, -2, -2, 0.6, -2, 3, 0, -1
> CSc1ccc(C(=O)C2CCCN(Cc3cccn3-c3cccnc3)C2)cc1 (configuration not stated)
    -6, -6, -2, -5, 4, -0.3, -8, -13, -1, -4
> CN(C)CCCNC(=S)N1CCC(C(=O)c2ccc(Cl)cc2)CC1
    -7, 9, 7, -2, 2, -0.9, 14, -3, 0, 6
> Cc1nc(N2CCN(c3ccccn3)CC2)c2c(C)c(C(=O)Nc3c(F)cc(F)cc3Br)sc2n1
    -2, -36, 8, 2, -11, 3.3, -16, 2, 46*, -1
> CC(=O)Cn1c(N2CCC(Cc3ccccc3)CC2)nc2c1c(=O)[nH]c(=O)n2C
    10, 8, -4, 1, 5, 0.0, 0, -6, -1, -6
> Cc1cc(OCC(=O)NCCO)ccc1Cl
    5, 0, -3, 1, 4, 0.3, -1, 1, -2, 0
> CN(c1ccccc1)S(=O)(=O)c1ccc(NC(=S)Nc2ccccc2)cc1
    8, -2, 3, -2, 3, 1.0, 5, 4, -3, 6
> CCCCNc1ccc(C(CC(N)=O)NC(=O)Cc2cccc3ccccc23)cc1[N+](=O)[O-] (configuration not stated)
    0, 5, 1, 1, 6, -1.8, 3, -3, 2, 1
> CC1CCCCC1NC(=O)CSc1nnnn1-c1ccccc1 (configuration not stated)
    -6, -5, -5, 0, 0, -0.2, 11, -1, 5, -1
> COc1cccc(CNC(=O)c2cc(=O)[nH]c3ccc(S(=O)(=O)N4CCOCC4)cc23)c1
    0, 1, 2, 2, 2, 2.2, 0, -2, -2, 3

Four entries drawn at random from those above:
Values in the order – ARFGAP1 inh, HTRA1 inh, rCAG binder, SMARCA2 activ, mABHD4 FP, PG9 Ab binder, ASAP1 inh, NPR1 activator, Rev-erbA mod, GC-B act
> CSc1ccc(C(=O)C2CCCN(Cc3cccn3-c3cccnc3)C2)cc1 (configuration not stated)
    -6, -6, -2, -5, 4, -0.3, -8, -13, -1, -4
> CC(=O)Cn1c(N2CCC(Cc3ccccc3)CC2)nc2c1c(=O)[nH]c(=O)n2C
    10, 8, -4, 1, 5, 0.0, 0, -6, -1, -6
> Cc1cc(OCC(=O)NCCO)ccc1Cl
    5, 0, -3, 1, 4, 0.3, -1, 1, -2, 0
> CCCCNc1ccc(C(CC(N)=O)NC(=O)Cc2cccc3ccccc23)cc1[N+](=O)[O-] (configuration not stated)
    0, 5, 1, 1, 6, -1.8, 3, -3, 2, 1

Compound activity deposited in PubChem BioAssay by several laboratories.
